BRCA1 expr up = BRCA1 expression activation; MCF7-BRCA1-FFLuc reporter, luminescence, 48 h; response scale: scaled: vehicle 0%, 10 µM genistein 100%; Potency, µM (top dose mostly 46.1 µM), for inactives: top-dose activation, usual class: activators; 1.1% of 380,000 active; further: nearly all actives have a fitted effect of over 80% in size; some results filed as inactive show a strong effect at the top dose
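First, MCF7-BRCA1-FFLuc cells (2000/well) attach for 2 h; next, compounds are pin-added and incubated 48 h at 37 °C; finally, luciferase reagent is added and luminescence read after 15 min.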
VP16 counter = inhibits Gal4-VP16 luciferase reporter, ROR gamma counter-screen. Drosophila S2 Gal4-VP16 UAS-luciferase, luminescence, 20 h. Potency, µM (titrated, usually from 53.6 µM), for inactives: at the top dose activity, negative = inhibition, most hits filed as inhibitors. 3.5% of 310,000 active;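 further: Gal4-VP16 expression switched on by copper sulfate through the metallothionein promoter; on the % scale 0 is the no-effect control and ±100 the full control effect; nearly all actives have a fitted effect of over 50% in size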
p53 reactivation = restores transcriptional activity of mutant p53. H1299 p53-A138V BP100-luciferase reporter, luminescence, 24 h. Potency, µM (series often up to 92.2 µM), for the others: at the top dose activity change, positive = activation, actives largely listed as activators. 0.063% of 320,000 active. AID 504706; further: % of control where 0% means no effect; nearly all actives have a fitted effect of over 45% in size
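p53-null H1299 cells stably carrying temperature-sensitive p53-A138V and a BP100-luciferase reporter were pinned with compounds (4-point, 1:5 series) and held 24 hrs at 37 deg C. Luminescence was read 10 min after detection reagent.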
uPA surface inh = inhibitors of cell surface uPA generation. 0.31% of 330,000 active. cell surface uPA generation assay, qHTS. Potency, µM (highest dose often 38.3 µM), inactives show at the top dose activity change, negative = inhibition, most hits filed as inhibitors; active means well fitted inhibition curve with a large enough effect; inconclusive means small, poorly fitted or top-dose-only effect; inactive means no such curve, though single readings can be large or run the other way; tested in mouse RAW 264.7 cells; further: on the % scale 0 is the no-effect control and ±100 the full control effect; nearly all actives have a fitted effect of over 55% in size
RORgamma inh = blocks mouse ROR gamma transcriptional activity; AID 2551; P51450; Drosophila S2 Gal4-RORgamma UAS-luciferase reporter, 20 h; 5.4% of 310,000 active; Potency, µM (top dose mostly 53.6 µM), inactives show at the top dose activity change, negative = inhibition, most hits filed as inhibitors; further: on the % scale 0 is the no-effect control and ±100 the full control effect; nearly all actives have a fitted effect of over 60% in size
Target sequence (P51450 whole entry, looked up, the tested form may be a part): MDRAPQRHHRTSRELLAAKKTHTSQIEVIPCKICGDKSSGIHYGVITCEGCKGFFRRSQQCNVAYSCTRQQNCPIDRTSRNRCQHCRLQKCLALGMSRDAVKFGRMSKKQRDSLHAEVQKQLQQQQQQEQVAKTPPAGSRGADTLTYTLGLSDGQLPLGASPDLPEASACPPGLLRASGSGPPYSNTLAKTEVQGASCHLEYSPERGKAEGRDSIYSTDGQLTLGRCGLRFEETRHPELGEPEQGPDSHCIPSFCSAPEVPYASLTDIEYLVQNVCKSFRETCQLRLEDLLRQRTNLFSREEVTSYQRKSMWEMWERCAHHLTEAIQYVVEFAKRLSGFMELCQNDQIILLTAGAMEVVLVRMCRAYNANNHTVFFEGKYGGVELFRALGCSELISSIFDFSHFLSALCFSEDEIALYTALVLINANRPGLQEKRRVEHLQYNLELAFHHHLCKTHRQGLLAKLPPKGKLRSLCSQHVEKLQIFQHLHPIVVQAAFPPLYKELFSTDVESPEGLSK
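Compounds are pin-transferred onto Drosophila Schneider cells expressing a copper-inducible Gal4–ROR gamma transactivation domain fusion. After 1 hr, copper sulfate is added to 700 uM final; luciferase is read 20 hr later.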
FLuc counter = counter-screen for miR-21 project: firefly luciferase inhibitors or activators. purified FLuc, Km substrates, luminescence inhibition. P08659. Potency, µM (top dose mostly 57.5 µM), inactives show at the highest dose activity change, negative = inhibition, usual class: inhibitors. 6.9% of 360,000 active. AID 588342;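 further: plate controls were vehicle for no effect and reference inhibitor for full effect; nearly all actives have a fitted effect of over 55% in size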
Target sequence (P08659 whole entry, looked up): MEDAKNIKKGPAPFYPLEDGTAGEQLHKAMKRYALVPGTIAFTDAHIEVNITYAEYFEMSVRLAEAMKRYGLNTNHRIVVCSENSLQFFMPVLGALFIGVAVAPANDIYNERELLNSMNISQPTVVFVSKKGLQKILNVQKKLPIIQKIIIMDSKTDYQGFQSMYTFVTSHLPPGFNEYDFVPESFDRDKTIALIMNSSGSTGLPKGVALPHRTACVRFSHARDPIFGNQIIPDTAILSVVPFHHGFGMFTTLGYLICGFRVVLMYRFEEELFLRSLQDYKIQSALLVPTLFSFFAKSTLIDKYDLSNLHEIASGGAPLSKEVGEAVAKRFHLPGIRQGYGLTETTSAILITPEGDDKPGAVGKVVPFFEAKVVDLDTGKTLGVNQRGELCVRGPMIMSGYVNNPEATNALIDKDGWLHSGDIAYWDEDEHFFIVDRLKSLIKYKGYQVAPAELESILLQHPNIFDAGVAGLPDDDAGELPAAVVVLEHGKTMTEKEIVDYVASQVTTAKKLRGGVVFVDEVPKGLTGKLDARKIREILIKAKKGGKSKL
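Purified P. pyralis luciferase, 10 nM final, with Km-level 10 uM D-luciferin and 10 uM ATP in 50 mM Tris acetate pH 7.5, 10 mM Mg acetate, 0.01% Tween-20, 0.05% BSA; 6-point qHTS titration about 60 µM downward; luminescence read.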
NPC1 promoter act = activators of NPC1 promoter. Huh7 NPC1 promoter luciferase reporter, 24 h. Potency, µM (highest dose often 9.22 µM), for inactives: at the top dose activation, most hits filed as activators. 2.4% of 320,000 active. AID 485313;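 further: % of control where 0% means no effect; nearly all actives have a fitted effect of over 60% in size; reporter is driven by a mutant NPC1 promoter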
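Stably transfected Huh7 (NPC1 promoter→luciferase), 1500 cells/well in Opti-MEM + 10% FBS, 2 h settle, then compound 24 h at 37 °C. Luminescence after 10 min with Amplite reagent.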
Rab9 promoter act = activators of Rab9 promoter; Huh7 Rab9 promoter-luciferase reporter, luminescence, 24 h; Potency, µM (highest dose often 9.22 µM), inactives show at the highest dose activation, negative = inhibition, usual class: activators; 2.8% of 320,000 active; AID 485297; further: % of control where 0% means no effect; nearly all actives have a fitted effect of over 60% in size
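Cell-based reporter: Huh7 stable for Rab9 promoter-driven luciferase, plated in reduced-serum medium with 10% FBS at 1500 cells/well, compound-treated 24 h at 37 °C, luminescence read after 10 min reagent.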
MBNL1 CUG block = inhibitors of human MBNL1 binding to CUG repeat RNA. Q9NR56. TR-FRET MBNL1-His/biotin-(CUG)12 binding, 665/545 ratio. Potency, µM (top dose mostly 57.5 µM), for inactives: top-dose activity change, negative = inhibition, hits mostly inhibitors. 0.036% of 280,000 active; active means well fitted inhibition curve with a large enough effect in the signal ratio, with a control signal flat, not every such curve was filed as active; inconclusive means small, poorly fitted or top-dose-only effect, or effect the other way, or a change in a side signal; inactive means no such curve, though single readings can be large or run the other way; the % refers to the signal ratio; further: on the % scale 0 is the no-effect control and ±100 the full control effect
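MBNL1-His + Biotin-(CUG)12, cpd titration 92 nM–58 uM; Tb anti-His Ab 0.055 ng/ul, SA-XL665 5 nM (final); 60 min RT; ratiometric 665/545 nm, Ex 340 nm; normalized to buffer and full-complex controls.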
ELG1 genotox = genotoxicity induction in ELG1-luciferase HEK293T cells | HEK293T ELG1-luciferase reporter, luminescence, 16 h | 1.3% of 330,000 active | Potency, µM (doses to about 46 µM), without a hit: at the top dose activity change, positive = activation, most hits filed as activators; further: % of control where 0% means no effect; nearly all actives have a fitted effect of over 60% in size
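Quantitative HTS format in 1536-well plates. HEK293T ELG1-luciferase reporter cells receive test compound and are incubated 16 hr at 37 °C, 5% CO2; ONE-Glo added, 30 min room temperature, then luminescence read.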
* = called active by the depositor; u = inconclusive; x = not tested or not shown; [ ] = another dose, or the depositor's remark. Unless noted, the call rests on the fitted dose curve; in most records, active means well fitted curve in the direction sought with a large enough effect; inconclusive means small, poorly fitted or top-dose-only effect, or another doubt; inactive means no such curve, though single readings can be large; an effect the other way counts as inactive or inconclusive. Potency means the concentration at half of the fitted maximal effect.

SMILES | BRCA1 expr up | VP16 counter | p53 reactivation | uPA surface inh | RORgamma inh | FLuc counter | NPC1 promoter act | Rab9 promoter act | MBNL1 CUG block | ELG1 genotox
O=C(O)CCCN1C(=O)C2C3CCC(O3)C2C1=O (stereo unspecified) | -1% | -7% | 2% | 0% | -18% | 0% | 0% | -3% | -7% | 1%
O=C(NCCc1ccccc1)C(=O)NN=C1CCCC1 | -2% | -6% | -3% | 2% | -5% | 0% | 1% | 5% | 2% | 3%
CCC(C)NC(=O)c1ccccc1NC(=O)Nc1ccccc1 (stereo unspecified) | -5% | 3% | -1% | 4% | -4% | u | 0% | 7% | -5% | 1%
O=C(COC(=O)c1ccc(Br)cc1)NCc1ccccc1 | -22% | 5% | 6% | 4% | 0% | -2% | -1% | -3% | -3% | 1%
O=c1[nH]c(N/N=C/c2ccccc2)nc2ccccc12 | u | u | u | x | -27% | 6µM* | 3.2µM* | 2.2µM* | -3% | 2.3µM*
CCOc1ccc(CN(C)C(=O)NNC(=O)c2ccc(C)cc2)cc1OC | -19% | 3% | 0% | 1% | 3% | 2% | -4% | 0% | -6% | 1%
COc1ccc(S(=O)(=O)N2CCOC23CCN(S(=O)(=O)c2ccc(C)cc2)CC3)cc1 | -33% | x | -1% | -4% | x | -1% | 9% | -3% | x | -6%
COc1ccc(-c2cc(C(F)(F)F)n3nc(C(=O)N4CCN5CCCC5C4)cc3n2)cc1OC (stereo unspecified) | 0% | -22% | -1% | -1% | 8% | -3% | 2% | 0% | u | 2%
CCN(CC)C(=O)c1cccc(NC(=O)C2CCN(C(=O)c3cccs3)CC2)c1 | -29% | x | 3% | -10% | x | x | x | x | x | 1%
CCSc1nc(O)c(CC)c(=O)n1C(C)CC (stereo unspecified) | -1% | x | -5% | 15% | 24%[0.365 µM] | 0% | -3% | 2% | -14% | -10%
c1nc2sc3c(c2c2nnnn12)CCCC3 | 1% | -5% | 0% | -1% | 9% | 4% | -1% | 2% | 15% | -22%
CCc1cccc(C)c1NC(=S)N(CCN(C)C)C(C)c1cccnc1 (stereo unspecified) | 13% | -8%[10 µM] | 0% | 0% | 0% | 0% | -2% | -10% | -15% | -5%
N#C/C(=N\Nc1ccccc1F)C(=N)N1CCCCC1 | u | -2% | u | -4% | -29% | 12µM* | 3.2µM* | 1.6µM* | u | 21µM*
COc1ccc(CC(=O)n2c(CC#N)nc3ccccc32)cc1OC | -15% | u | -4% | 3% | 11µM* | 1% | 2% | -4% | -14% | 1%
COc1ccc(Br)cc1CN1CCN(C(=O)c2ccc(OC)c(OC)c2)CC1 | -32% | -8% | -5% | 0% | -29% | 3% | -3% | 0% | -14% | -1%
O=S(=O)(Nc1nccs1)c1ccc(NS(=O)(=O)c2c(F)cc(F)c(Cl)c2F)cc1 | -2% | x | 9% | -1% | x | x | x | x | x | 5%
Cc1ccccc1C(=O)NC1CCN(CC(=O)NCc2ccccc2)CC1 | -3% | 0% | -1% | -2% | -2% | 2% | 0% | -4% | -3% | -5%
O=c1cc(-c2c(F)c(F)c(F)c(F)c2F)oc2c(F)c(F)c(F)c(F)c12 | x | 3.2µM* | -14% | x | 2.5µM* | 3% | -51%[inhibitor] | -31%[inhibitor] | 6% | -6%
O=[N+]1C2=C(CCCC2)N([O-])C12CCCC2 | -1% | 3% | 2% | 2% | -18% | 2% | -3% | -1% | 6% | -1%
CC(=O)N1N=C(c2cccc([N+](=O)[O-])c2)OC1c1cccc(Br)c1 (stereo unspecified) | 2% | -15% | 5% | -3% | -27% | -12% | -4% | 0% | u | 1%
O=C(Nc1ccc(C(F)(F)F)cc1)N1CCN(c2ccnc3cc(Cl)ccc23)CC1 | -79%[inhibitor] | -8% | -2% | 2% | 3% | 4% | -1% | -2% | -4% | -6%
Cc1ccc(-c2nc(CN3CCCCC3)cc(CN3CCCCC3)c2O)cc1 | 6% | u | 2% | 2% | u | -3% | 0% | -2% | -13% | 15%
Cc1ccc(NC(=O)CN2C(=O)NC(Cc3c[nH]c4ccccc34)C2=O)cc1 (stereo unspecified) | -9% | x | -2% | 12% | x | 0% | 1% | 1% | x | 1%
COc1ccccc1Cn1c(=S)[nH]c2cc(C(=O)N3CCC(C(N)=O)CC3)ccc2c1=O | -9% | 3% | -1% | -3% | -4% | 3% | 1% | -3% | -8% | 6%
COc1cc(C(N)=O)cc(Cl)c1OCc1ccccc1 | 2% | -12% | -2% | 1% | 21% | -3% | -2% | -3% | -8% | 4%
COc1ccc(N2CCC(CNC(=S)Nc3cccc(OC)c3)C2)cc1 (stereo unspecified) | x | 5.6µM* | 8% | x | 3.2µM* | 4% | 6% | -5% | x | 1%
CCCn1cc(CN2CCC(C(=O)Nc3cccc(-c4cscn4)c3)CC2)c(C)n1 | -2% | 2% | 11% | -4% | 0% | 0% | 0% | -7% | -15% | -7%
CC(=O)N1c2ccc(S(=O)(=O)N3CCCC(C(=O)N4CCCCC4)C3)cc2CC1C (stereo unspecified) | -8% | 1% | 2% | -6% | 36% | 2% | -3% | -3% | 2% | -2%
CCOC(=O)c1cc2c(C)n(-c3ccc(OCC)cc3)c(C)c2ccc1=O | -69% | -10% | 10% | -10% | u | 17µM* | 1% | -4% | u | -9%
CCCSC1=N/C(=C\c2ccsc2)C(=O)S1 | 7% | 0% | -4% | 1% | 0% | u | 2% | 3% | -1% | -2%
Cc1nnc(SCCn2c(N3CCN(C)CC3)nc3c2c(=O)[nH]c(=O)n3C)s1 | 3% | -7% | 2% | 2% | -35% | -1% | 0% | 1% | -4% | 3%
COc1ccc(N2C(=O)CC(Nc3ccc(C(=O)O)cc3)C2=O)cc1OC (stereo unspecified) | -7% | -3% | u | 8% | 1% | -2% | -3% | -4% | 8% | 2%
Cc1c(C(=O)OCC(=O)Nc2c(C)n(C)n(-c3ccccc3)c2=O)cccc1[N+](=O)[O-] | 7% | -3% | -5% | 11% | 13% | -6% | -3% | 4% | 0% | -2%
Cc1cccc(-n2c(CNC(=O)Cc3ccccc3)n[nH]c2=S)c1 | 6% | 9% | -4% | -2% | -32% | -1% | -4% | -10% | 3% | 9%
O=C(CSc1ncnc2c1cnn2-c1ccccc1)NC1CCS(=O)(=O)C1 (stereo unspecified) | -40% | x | 5% | 4% | x | u | -2% | -6% | x | -1%
Oc1ccc(C=NCCc2ccccc2)cc1 | -11% | 5% | 10% | 7% | 2% | -15% | -1% | -6% | 0% | -2%
c1ccc(-c2cn3c(n2)-c2ccccc2C3)cc1 | -40% | u | 38% | 6.3µM* | 10µM* | 0.43µM* | 3.2µM* | 0.56µM* | -7% | u
O=C(CNS(=O)(=O)c1ccccc1)Nc1cccc([N+](=O)[O-])c1 | -1% | 4% | -4% | 4% | 33% | 1% | 2% | -1% | u | -3%
O=C(Nc1cccc(S(=O)(=O)N2CCOCC2)c1)c1c2c(nc3ccccc13)CCC2 | -23% | 4% | -7% | 8% | 26% | -2% | -1% | 2% | 10% | -1%
COc1ccc(NC(=O)N2C3CCCC2CC(NC(=O)C2CC2)C3)cc1 (stereo unspecified) | 0% | -8% | 5% | 3% | -17% | 2% | -3% | 1% | -4% | 16%
Cc1ccc(C(=O)Nc2cc(C(F)(F)F)ccc2N2CCCCC2)cc1[N+](=O)[O-] | -8% | -13% | 7% | 12% | 6% | 1% | -1% | -9% | 8% | -6%
CC(C)(Oc1ccc(Cl)cc1)C(=O)NCCCn1ccnc1 | -24% | 3% | -14% | 13% | -1% | 2% | 1% | 10% | 4% | 0%

Record cards, from the list above.
Cc1cccc(-n2c(CNC(=O)Cc3ccccc3)n[nH]c2=S)c1 is entered as BRCA1 expr up = 6%; VP16 counter = 9%; p53 reactivation = -4%; uPA surface inh = -2%; RORgamma inh = -32%; FLuc counter = -1%; NPC1 promoter act = -4%; Rab9 promoter act = -10%; MBNL1 CUG block = 3%; ELG1 genotox = 9%
Cc1ccc(C(=O)Nc2cc(C(F)(F)F)ccc2N2CCCCC2)cc1[N+](=O)[O-] is entered as BRCA1 expr up = -8%; VP16 counter = -13%; p53 reactivation = 7%; uPA surface inh = 12%; RORgamma inh = 6%; FLuc counter = 1%; NPC1 promoter act = -1%; Rab9 promoter act = -9%; MBNL1 CUG block = 8%; ELG1 genotox = -6%
Oc1ccc(C=NCCc2ccccc2)cc1 is entered as BRCA1 expr up = -11%; VP16 counter = 5%; p53 reactivation = 10%; uPA surface inh = 7%; RORgamma inh = 2%; FLuc counter = -15%; NPC1 promoter act = -1%; Rab9 promoter act = -6%; MBNL1 CUG block = 0%; ELG1 genotox = -2%

Source: PubChem (National Center for Advancing Translational Sciences (NCATS))

Random draw from the library; any-hit rate near 13%.
